Bioassay records as filed in PubChem BioAssay.
Polio RdRp inh = poliovirus RdRp elongation inhibitors, primary screen, biochemical, fluorescence polarization, total intensity; % elongation, % (compound at 16.7 µg/mL); Genome polyprotein (Poliovirus type 1 (strain Mahoney)), P03300; poliovirus polymerase elongation; stronger effect = lower value; 150,000 tested, 0.66% active; AID 588519, 2011; in the data active = % elongation below about 90%; also: some results filed as inactive read as strong as hits
Target sequence (P03300 1749-2209 limits assumed): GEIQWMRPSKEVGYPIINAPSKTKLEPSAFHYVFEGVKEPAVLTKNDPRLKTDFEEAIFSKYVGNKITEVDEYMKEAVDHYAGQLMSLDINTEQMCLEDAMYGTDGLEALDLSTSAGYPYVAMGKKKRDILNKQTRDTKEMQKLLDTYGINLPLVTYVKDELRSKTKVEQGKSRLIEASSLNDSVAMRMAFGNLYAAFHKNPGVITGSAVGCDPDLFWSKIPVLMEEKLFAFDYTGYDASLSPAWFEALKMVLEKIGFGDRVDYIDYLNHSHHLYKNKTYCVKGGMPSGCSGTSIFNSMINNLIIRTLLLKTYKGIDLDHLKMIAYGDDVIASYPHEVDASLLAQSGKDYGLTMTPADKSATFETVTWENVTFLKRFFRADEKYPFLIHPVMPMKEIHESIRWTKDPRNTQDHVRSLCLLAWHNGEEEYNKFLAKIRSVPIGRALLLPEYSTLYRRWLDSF
Polio RdRp inh FP z-score = also measured in Polio RdRp inh; calls as there; z-score; measured here: FP z-score; hits read low
Active calls of the source: *; & = joins results of further samples.

SMILES	Polio RdRp inh	Polio RdRp inh FP z-score
O=C(O)CCN=CC1=C(O)CC(c2ccccc2)CC1=O (configuration not stated)	102	0
COC(C(=O)Nc1ccccc1C(=O)N1CCOCC1)c1ccccc1 (configuration not stated)	102	1.1
CC(=O)Nc1c(O)c2ccccc2oc1=O	101	-0.3
OCCn1c(CSc2ccccc2)nc2ccc(Cl)cc21	104	0.1
Cc1ccc(CCNC(=O)c2ccc(CS(=O)(=O)Cc3ccc(Cl)cc3)o2)cc1	105	-0.2
CCCn1cc(S(=O)(=O)c2ccc(OCC)cc2)c(=O)c2cc(C)ccc21	107	0.8
CN(C)C(=O)NC1C=CS(=O)(=O)C1 (configuration not stated)	100	-0.5
N#Cc1ccc(S(=O)(=O)N2CCNC(=O)C2CC(=O)Nc2cc(Cl)ccc2Cl)cc1 (configuration not stated)	102	0.1
CCC(=O)N1c2ccc(S(=O)(=O)N3CCCCCC3)cc2CC1C (configuration not stated)	108	-0.2
Cc1ccc(Cl)cc1N1CCN(c2ncnc3onc(C)c23)CC1	103	0
Cc1cccc(-c2nc(C)c(CCNS(=O)(=O)c3ccc(F)c(C(F)(F)F)c3)s2)c1	98	-1.2
COc1cc(/C=N/NC(=O)Cc2cn3ccsc3n2)cc(OC)c1O	102	0.1
CN(C(=O)CCOc1ccccc1)c1c(N)n(Cc2ccccc2)c(=O)[nH]c1=O	107	0.6
CCOC(=O)c1cnc2c(C)cc(C)cc2c1NCCN1CCOCC1	107	0.5
CCCCN(C)CCCNC(=O)C1CCN(c2nc3ccc(CC)cc3s2)CC1	110	1.6
Cc1ccc(NCN2C(=O)c3ccccc3C2=O)cc1	98	-0.3
COc1cccc(OC)c1C(=O)OCC(=O)c1cc2ccccc2o1	104	0.1
CC(=O)N1CCC2(CC1)C(C#N)=C(N)SC(N)=C2C#N	97	-0.5
CN(C)c1ccc(/C=C2\C(=N)N3N=C(S(C)(=O)=O)SC3=NC2=O)cc1	86	-4.4
CCc1ccc(NC(=O)CSc2ccccc2)cc1	100	-0.1
Cc1ccc(C)c(CN2C(=O)c3ccccc3S(=O)(=O)c3ccc(C(=O)N4CCN(C)CC4)cc32)c1	99	-1.9
COc1ccc(OCC(=O)NC(C)(C)C)cc1	103	0.8
CCN(CC)S(=O)(=O)c1cc(-c2nn(C)c(=O)c3ccccc23)ccc1C	101	-0.1
O=C(C1CCCN1)N1CCOCCOCCOCC1 (configuration not stated)	102	0
Cc1nn(-c2ccccc2)c(C)c1-c1nc2ccccc2[nH]c1=O	102	0
Later entries:
SMILES	Polio RdRp inh	Polio RdRp inh FP z-score
O=C(O)CSCC(=O)N1CCCN(c2ccc(C(F)(F)F)cn2)CC1	107	0.4
Nc1nc2ncc(CNc3ccc(C(=O)N[C@@H](CCC(=O)O)C(=O)O)cc3)nc2c(=O)[nH]1	98	-0.3
Cc1cc2nn(-c3ccc(F)cc3)nc2cc1NC(=O)c1cccc2ccccc12	110	1.3
CCN(Cc1nc(-c2ccc(OC)cc2)oc1C)S(=O)(=O)c1ccc(Cl)cc1	110	0.8
Cc1ccc(O)c(C(=O)c2cnn(C(=O)c3cccc(S(=O)(=O)N4CCCC4)c3)c2)c1	106	0.6
Cc1ccc2[nH]cc(C(c3ccccc3)c3ccc(C)s3)c2c1 (configuration not stated)	107	0.3
Cc1ccsc1C=Nc1cccc2c(=O)[nH][nH]c(=O)c12	101	0.2
CCCCNC(=O)c1cc2n(n1)CCCN(Cc1ccc(C)cc1)C2=O	110	0.7
CCCc1ccc(NC(=S)OCC)cc1	108	0.9
CN(C)C1(CN)CCCCC1	103	0.5
CN1CCN(Cn2c(O)c(N=NC(=O)c3ccc(Br)cc3)c3cc(Br)ccc32)CC1	101	-0.6
Cc1cccc(NC(=O)C2CCCN2S(=O)(=O)c2ccc3c(c2)n(C)c(=O)c(=O)n3C)c1 (configuration not stated)	97	-2.2
CNC(=O)C1CCN(C(=O)N2CC(C)Oc3ccc(C)cc32)CC1 (configuration not stated)	110	0.5
NS(=O)(=O)c1ccc(NC(=S)NC(=O)C2CCCCC2)cc1	103	1.3
Cc1ccc(NC(=O)C(=O)NCC(c2cccnc2)N2CCc3ccccc32)cc1Cl (configuration not stated)	105	-0.8
CN(C)S(=O)(=O)c1ccc(N2CCCC2)c(C(=O)OCc2cn3cc(Cl)ccc3n2)c1	101	-0.1
O=C(COc1ccccc1Cl)Nc1ccc(OCc2cc(=O)n3ccsc3n2)cc1	106	-0.2
COC(=O)C1=C(C)N=C2SC(C#N)=C(N)N2C1c1cccs1 (configuration not stated)	113	1.5
CCOc1ccc(CCNC(=O)CN(c2ccc(C)cc2)S(=O)(=O)N(C)C)cc1OCC	107	0.9
CC1=CCC(C(=O)O)C(C(=O)Nc2nc3ccc(S(C)(=O)=O)cc3s2)C1 (configuration not stated)	107	0.5
COc1cccc(OC)c1C(=O)N1CCNCC1	104	0.6
C[N+](C)(C)CC(=O)N1CCN(c2ccc3ccccc3n2)CC1	100	-0.1
N#Cc1ccc(COC(=O)Cn2nc(-c3ccccc3)oc2=O)cc1	103	0
CCOC(=O)C1CCN(CCC(=O)Nc2ccccc2OC)CC1	100	-0.7
C=CCNCCOc1ccc(Cl)c(Cl)c1	102	0.4
(list continues)
SMILES	Polio RdRp inh	Polio RdRp inh FP z-score
CCc1ccc(-c2csc(NC(=O)c3cccs3)n2)cc1	103	0.1
O=C(Cn1cnc2sccc2c1=O)NC(=O)NCc1ccco1	111	0.7
Cc1cccc(NC(=O)C(CC(C)C)NC(=O)C2CCC(C)CC2)n1 (configuration not stated)	99	-0.2
COc1ccccc1Nc1nn2c(=O)c3ccc(C(=O)NCc4ccc(F)cc4)cc3nc2s1	103	-0.8
CCCCCn1c(=O)[nH]c2cc(C(=O)Nc3cc(OC)cc(OC)c3)ccc2c1=O	105	0
Cc1ccc(S(=O)(=O)Nc2ccc3c(c2)c(C(=O)OC(C)C)c(C)n3S(=O)(=O)c2ccc(C)cc2)cc1	106	0.3
COc1cc2c(cc1NC(=O)CCC1CCCCC1)oc1ccccc12	101	-0.1
C=CCn1c2ccccc2c2nnc(SCCC)nc21	97	-1
CCN(CC)CC(=O)Nc1scc2c1c(=O)oc1ccccc12	101	0
COc1ccc(CCN(C)C(=O)COc2ncnc3ccccc23)cc1OC	107	0.4
CC(=O)Nc1cccc(Cn2cccn2)c1	100	-0.1
CC1SC(=N)N(c2ncc(Cc3ccccc3Cl)s2)C1=O (configuration not stated)	102	-0.1
CC(=O)N1CN(Cc2ccccc2)Cc2c1sc1c2CCCC1	107	1.2
COc1ccc(NC(=O)CSc2nc3ccccc3nc2N2CCOCC2)c(OC)c1	110	0.7
COC(=O)c1ccc(COc2coc(CN3c4ccccc4CC3C)cc2=O)cc1 (configuration not stated)	102	0
Cc1ccc(C(=O)N2CC(=O)NC(=O)C2)cc1	100	-0.8
CCCCCCCCCCCCCCCCCCc1ccc(C(=O)/C=C/C(=O)O)cc1	98&98	-0.4&0
CC(C)(Nc1ccccc1N)c1nc2ccccc2[nH]1	103	0.2
CCn1c(C(=O)NCc2ccc(C)cc2)cc2oc3ccccc3c21	104	0.5
Cc1ccc(NC(=O)Cn2c(=O)ccc3cc(S(=O)(=O)N4CCC(C)CC4)ccc32)cc1C	105	-0.5
CCn1nc(C(=O)O)c(=O)c2cc3c(cc21)OCO3	99&101	-0.1&0.4
COc1ccc(CC(=S)N2CCOCC2)cc1	96	-1.5
Cc1nc(-c2ccc(-c3ccno3)s2)no1	99	-1.2
CNC(=O)c1c(NC(=O)c2ccc(S(=O)(=O)N3CCCCC3)cc2)sc2c1CCC2	114	1.4
CCC(C)NC(=O)Nc1cccc2ccccc12 (configuration not stated)	103	0.7

Pulled by structure from the list above, seven records:
SMILES	Polio RdRp inh	Polio RdRp inh FP z-score
COc1cc2c(cc1NC(=O)CCC1CCCCC1)oc1ccccc12	101	-0.1
COc1ccccc1Nc1nn2c(=O)c3ccc(C(=O)NCc4ccc(F)cc4)cc3nc2s1	103	-0.8
CCn1nc(C(=O)O)c(=O)c2cc3c(cc21)OCO3	99&101	-0.1&0.4
COC(=O)c1ccc(COc2coc(CN3c4ccccc4CC3C)cc2=O)cc1 (configuration not stated)	102	0
COc1ccc(NC(=O)CSc2nc3ccccc3nc2N2CCOCC2)c(OC)c1	110	0.7
CNC(=O)c1c(NC(=O)c2ccc(S(=O)(=O)N3CCCCC3)cc2)sc2c1CCC2	114	1.4
Cc1ccc(NC(=O)Cn2c(=O)ccc3cc(S(=O)(=O)N4CCC(C)CC4)ccc32)cc1C	105	-0.5

Later entries.
SMILES	Polio RdRp inh	Polio RdRp inh FP z-score
COc1ccc(N2CC(NC(=O)COc3ccc4ccccc4c3)CC2=O)cc1OC (configuration not stated)	114	1.8
CN(Cc1ccco1)C(=O)CSc1ccc2c(c1)OCCO2	104	0.2
O=C(NCCN1CCCCC1)Nc1cccc(Cl)c1	107	0.4
O=C(/C=C/c1cnc2ccccc2n1)N1CCN(S(=O)(=O)c2ccccc2)CC1	103	0.2
CC1Cc2ccccc2N1C(=O)COc1ncnc2sccc12 (configuration not stated)	103	0
Cc1ccc(NC(=O)CNCCCN2CCOCC2)cc1Br	100	-0.1
O=C(NCCc1ccccc1)c1ccc(NC2=NC3CS(=O)(=O)CC3S2)cc1 (configuration not stated)	104	0.7
CCCCn1c(=O)c(C(=O)Nc2nccs2)c(O)c2ccccc21	106	0.3
Cc1ccc(NC(=O)Nc2c[nH]c(=O)[nH]c2=O)c(Cl)c1	109	0.3
CCOCCCNc1ncnc2c1cnn2-c1ccc(C)c(C)c1	108	0.2
CCC(=O)N1CCNC(=O)C1CC(=O)Nc1ccc(C)c(Cl)c1 (configuration not stated)	105	0.5
O=C(CCCn1c(=O)c2cccn2c2cccnc21)Nc1ccccc1Br	107	-0.1
CCOc1ccc(NC(=O)c2ccc(-c3ccccc3F)o2)cc1	101	0
CC(C)COc1cccc(C(=O)O)c1	100	0
O=C(NCCC(c1ccccc1)c1ccco1)c1cccs1 (configuration not stated)	102	0.2
Cc1ccc(NC(=O)CN2C=NS(=O)(=O)c3ccccc32)cc1	107	-0.1
C=C(C)CC1(NC(C)c2ccccc2)CCCCC1 (configuration not stated)	104	0.6
Cc1ccc(S(=O)(=O)c2cn(C)c3cc(N4CCN(C)CC4)c(F)cc3c2=O)cc1	106	-0.3
O=C1CCN(C(=O)CCNC(=O)c2ccc(Cl)cc2)CC1	96	-0.3
Cc1nc(/N=C(\N)Nc2cccc(Cl)c2C)[nH]c(=O)c1C	103	0.1
Cc1ccc(C(C)C)c(OCC(O)CN2CCN(c3ccccc3F)CC2)c1 (configuration not stated)	102	-0.1
O=C1/C(=C2/NCCN2C2CC(=O)N(c3ccccc3)C2=O)CC/C1=C\c1ccccc1 (configuration not stated)	102	-0.1
Cc1cn2c(=O)c(S(=O)(=O)NCc3ccccc3Cl)c(C)nc2s1	104	-0.3
CC1CCCC(C)N1/N=C/c1ccc(N(C)C)cc1 (configuration not stated)	104	0.1
CCOc1ccc(NC(=O)CCS(=O)(=O)c2ccc3nc(C)sc3c2)cc1	107	0.2

Filtered by structure, the entries above containing an aryl methoxy group (13)
SMILES	Polio RdRp inh	Polio RdRp inh FP z-score
COc1cc(/C=N/NC(=O)Cc2cn3ccsc3n2)cc(OC)c1O	102	0.1
COc1cccc(OC)c1C(=O)OCC(=O)c1cc2ccccc2o1	104	0.1
COc1ccc(OCC(=O)NC(C)(C)C)cc1	103	0.8
CCN(Cc1nc(-c2ccc(OC)cc2)oc1C)S(=O)(=O)c1ccc(Cl)cc1	110	0.8
COc1cccc(OC)c1C(=O)N1CCNCC1	104	0.6
CCOC(=O)C1CCN(CCC(=O)Nc2ccccc2OC)CC1	100	-0.7
COc1ccccc1Nc1nn2c(=O)c3ccc(C(=O)NCc4ccc(F)cc4)cc3nc2s1	103	-0.8
CCCCCn1c(=O)[nH]c2cc(C(=O)Nc3cc(OC)cc(OC)c3)ccc2c1=O	105	0
COc1cc2c(cc1NC(=O)CCC1CCCCC1)oc1ccccc12	101	-0.1
COc1ccc(CCN(C)C(=O)COc2ncnc3ccccc23)cc1OC	107	0.4
COc1ccc(NC(=O)CSc2nc3ccccc3nc2N2CCOCC2)c(OC)c1	110	0.7
COc1ccc(CC(=S)N2CCOCC2)cc1	96	-1.5
COc1ccc(N2CC(NC(=O)COc3ccc4ccccc4c3)CC2=O)cc1OC (configuration not stated)	114	1.8

Continued:
SMILES	Polio RdRp inh	Polio RdRp inh FP z-score
CCCC(=O)Nc1ccc(-c2nc3ncccc3o2)cc1C	101	-0.6
CN(CCc1ccccc1)Cc1c(F)cccc1F	100	0
Cn1c(=O)n(CCOc2ccc3ccccc3c2)c2ccccc21	99	-0.1
N#C/C(=C/c1cccn1-c1ccc(Br)cc1)C(=O)NCc1ccco1	99	-0.3
Cc1ccc(S(=O)(=O)c2nnn3c2nc(N2CCCC(C)C2)c2cc(Cl)ccc23)cc1C (configuration not stated)	101	-1.2
CC(C)(NS(=O)(=O)c1cccs1)C(=O)O	104	0.6
O=C1CCCC2=C1C(c1ccccc1F)CC(=O)N2c1ccc(Br)cn1 (configuration not stated)	100	-0.5
NC1=C(c2ccc(F)cc2)C(=O)CS1	101	-0.1
NC(=S)c1cc2ccccc2oc1=O	69	-6.7
CCC(=O)Nc1ccccc1-c1nc2ccccc2n(CC(=O)c2ccc(Br)cc2)c1=O	108	0.2
Oc1ccc2ccccc2c1/C=N/c1nccs1	93	-3.2
CC1=NN(c2ccccc2)C(=O)C1C1C(=O)N(c2ccccc2)N=C1C (configuration not stated)	103	0.3
COc1ccc(C(=O)Nc2ccc(C)cn2)cc1	104	0
CCc1nn2c(=O)cc(COC(=O)c3ccc4c(c3)OCO4)nc2s1	104	-0.5
CC(OC(=O)c1ccc2ncsc2c1)C(=O)N1CCCCC1 (configuration not stated)	100	0.3
Cc1ccc(C(=O)N/N=C/c2c[nH]c3ccccc23)cn1	103	0.3
Cc1ccc(CCNC(=O)C2CCCN(Cc3nc(-c4ccc(Cl)cc4)oc3C)C2)cc1 (configuration not stated)	103	0.6
COc1ccc(C(=O)Cn2c(-c3cccnc3)ccc(C#N)c2=O)cc1	108	2.6
CCn1cc(S(=O)(=O)c2ccc(Cl)cc2)c(=O)c2cc(F)c(N3CCOCC3)cc21	113	1.4
CC(=O)c1ccc(NC(=O)c2cc3c([nH]c2=O)CC(c2ccccc2)CC3=O)cc1 (configuration not stated)	104	-0.4
CSc1sc(SC)c(CO)c1CO	105	0.1

A portion of the library. The share of hits here may be higher or lower than overall.
